Compound activity from PubChem.
EPAC2 antagonist = qHTS for Antagonist of cAMP-regulated guanine nucleotide exchange factor 2 (EPAC2): primary screen. Rap guanine nucleotide exchange factor 4 (Homo sapiens), Q8WZA2. EPAC2 GEF exchange of Rap1B-BODIPY-GDP, fluorescence. Potency, µM (series often up to 114 µM), for inactives: top-dose activity, negative = inhibition, hits mostly inhibitors. 360,000 tested, 0.18% active. AID 720708, 2013; further: potency means the concentration at half of the fitted maximal effect; on the % scale 0 is the no-effect control and ±100 the full control effect; nearly all actives have a fitted effect of over 45% in size; many of its hits are not listed in these tables
Target sequence (Q8WZA2 whole entry, looked up): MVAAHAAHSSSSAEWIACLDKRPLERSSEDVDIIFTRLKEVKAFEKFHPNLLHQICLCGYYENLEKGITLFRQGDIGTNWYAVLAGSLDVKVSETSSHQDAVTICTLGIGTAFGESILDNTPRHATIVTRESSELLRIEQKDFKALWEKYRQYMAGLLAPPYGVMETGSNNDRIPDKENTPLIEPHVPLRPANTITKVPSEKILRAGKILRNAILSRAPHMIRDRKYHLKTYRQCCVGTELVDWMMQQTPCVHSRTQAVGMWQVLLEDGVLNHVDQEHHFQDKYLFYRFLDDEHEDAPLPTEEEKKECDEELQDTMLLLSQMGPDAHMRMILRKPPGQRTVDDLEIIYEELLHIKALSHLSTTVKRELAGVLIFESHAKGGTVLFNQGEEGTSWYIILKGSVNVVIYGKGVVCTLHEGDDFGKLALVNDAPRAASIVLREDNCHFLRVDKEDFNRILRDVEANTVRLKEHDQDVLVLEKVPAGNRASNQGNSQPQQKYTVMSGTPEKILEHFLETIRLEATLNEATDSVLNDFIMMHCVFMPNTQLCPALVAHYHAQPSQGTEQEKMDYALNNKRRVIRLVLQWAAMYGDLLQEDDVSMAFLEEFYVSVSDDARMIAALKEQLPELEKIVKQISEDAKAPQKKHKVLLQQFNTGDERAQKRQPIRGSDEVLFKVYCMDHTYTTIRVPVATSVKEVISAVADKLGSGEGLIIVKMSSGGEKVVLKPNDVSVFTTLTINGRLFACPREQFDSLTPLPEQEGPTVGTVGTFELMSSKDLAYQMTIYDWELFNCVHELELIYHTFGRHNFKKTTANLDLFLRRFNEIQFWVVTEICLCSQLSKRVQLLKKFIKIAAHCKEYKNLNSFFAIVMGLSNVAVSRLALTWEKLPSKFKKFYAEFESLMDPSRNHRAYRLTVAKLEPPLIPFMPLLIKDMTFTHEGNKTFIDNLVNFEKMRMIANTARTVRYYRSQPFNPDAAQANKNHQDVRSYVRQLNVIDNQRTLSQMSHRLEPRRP
Nrf2 ARE act = qHTS of Nrf2 Activators. AREc32 ARE-luciferase reporter (MCF7-derived line), luminescence, 24 h. Potency, µM (top dose mostly 46.1 µM), for the others: at the top dose activation, most hits filed as activators. 410,000 tested, 0.31% active; further: potency means the concentration at half of the fitted maximal effect; % of control where 0% means no effect; nearly all actives have a fitted effect of over 65% in size
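For detection, Steady-Glo was added and plates sat 30 min at RT; before that, AREc32_Fluc cells grown overnight in OPTI-MEM/5% FBS had been treated with 23 nL compound for 24 hr at 37 deg C.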
Nrf2 block = Nrf2 qHTS screen for inhibitors; Potency, µM (series often up to 46 µM), for the others: at the highest dose activity change, negative = inhibition, usual class: inhibitors; A549 ARE-Fluc reporter, luciferase luminescence, 18-24 h; 360,000 tested, 2.1% active; further: potency means the concentration at half of the fitted maximal effect; on the % scale 0 is the no-effect control and ±100 the full control effect; nearly all actives have a fitted effect of over 60% in size
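Reporter: ARE-Fluc in A549. Exposure: 18-24 h, 37 °C, 5% CO2, 5% FBS OPTI-MEM. Readouts: fluorescent cytotoxicity (CellTiter-Fluor), then luminescent Nrf2 signal after BugLite.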
CCT modulator = High-Throughput Screening for Modulators of Cytosolic Chaperonin Activity | activity change, % (no concentration beside the values), hits read low | AID 651819, 2012 | purified chaperonin ATPase assay, HTRF ADP detection, 30 min | 360,000 tested, 0.3% active; in the data active means activity change below about -30%; further: on the % scale 0 is the no-effect control and ±100 the full control effect
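ATPase activity: ADP formed was measured by HTRF Transcreener (665/615 nm ratio) after 30 min at 37 deg C with 10 uM ATP. Compounds screened at one 76 uM concentration against 40 or 20 nM TRiC in Tris pH 7.4/KCl/MgCl2/DTT buffer.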
pAkt inh = HTS Assay for Inhibitors of Akt Phophorylation: Primary Screen; activity change, % for hits at 50 µM; 360,000 tested, 0.32% active; Neuro2A IGF-stimulated pAkt S473 HTRF, 20 min; stronger effect = lower value; in the data active means activity change below about -80%; inconclusive means mostly about -51% to -80%; further: on the % scale 0 is the no-effect control and ±100 the full control effect
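Single-point screen (50 µM final compound) in Neuro2A cells stimulated 20 min with 6 nM IGF at 37 deg C. After lysis, Ser473-phosphorylated Akt read by HTRF (ex 330 nm, em 615/665 nm) as the 665/615 ratio.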
A549 tox = Nrf2 qHTS screen for inhibitors: counterscreen for cytotoxicity | A549 ARE-Fluc cells, CellTiter-Fluor viability, 18-24 h | Potency, µM (highest dose often 46 µM), inactives show top-dose activity change, negative = cytotoxicity, most hits filed as inhibitors | 390,000 tested, 0.16% active; further: potency means the concentration at half of the fitted maximal effect; on the % scale 0 is the no-effect control and ±100 the full control effect
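Cytotoxicity counterscreen: CellTiter-Fluor fluorescence was measured in A549 ARE_Fluc cells after 18-24 h of compound exposure in a concentration series. The subsequent BugLite luminescent read reports ARE-luciferase activity.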
TGFb inhibitor = qHTS for Inhibitors of TGF-b; HepG2 CAGA-GFP TGF-b/SMAD3 reporter, GFP fluorescence, 18 h; TGF-beta stimulated, 500 pg/mL final; Potency, µM (highest dose often 46.1 µM), without a hit: at the highest dose activity, negative = inhibition, hits mostly inhibitors; 410,000 tested, 1.2% active; further: potency means the concentration at half of the fitted maximal effect; on the % scale 0 is the no-effect control and ±100 the full control effect; nearly all actives have a fitted effect of over 65% in size
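Per well, imaged GFP fluorescence of HEPG2 CAGA-GFP cells gives the signal; cells get compound, then TGF-beta (500 pg/mL final), 18 h at 37 degrees C; %Activity versus -TGF-beta and +DMSO controls.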
EPAC2 ag = qHTS for Agonist of cAMP-regulated guanine nucleotide exchange factor 4 (EPAC2): primary screen. Rap guanine nucleotide exchange factor 4 (Homo sapiens), Q8WZA2. AID 720711, 2013. EPAC2 activation, biochemical qHTS; response scale: 100% = 6.5 mM cAMP response. Potency, µM (titrated, usually from 154 µM), inactives show top-dose activation, actives largely listed as activators. 360,000 tested, 0.079% active; further: potency means the concentration at half of the fitted maximal effect; nearly all actives have a fitted effect of over 50% in size
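Exchange assay: 100 nM EPAC2 with 250 nM Rap1B-BODIPY-GDP and 50 uM GDP. Fluorescence (ex 480/em 540 nm) read every 5 min for 30 min at room temperature. Data normalized to 6.5 mM cAMP as agonist control.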
MmCpn inh = Inhibitors of TCP-1 ring complex (TRiC) of Methanococcus maripaludis (MmCpn): qHTS | 330,000 tested, 0.031% active | purified Mm-Cpn ATPase, ADP Transcreener TR-FRET | Chaperonin Mm-Cpn (Methanococcus maripaludis) | Potency, µM (highest dose often 76.9 µM), for the others: top-dose activity, negative = inhibition, actives largely listed as inhibitors; further: potency means the concentration at half of the fitted maximal effect; on the % scale 0 is the no-effect control and ±100 the full control effect; nearly all actives have a fitted effect of over 80% in size
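Inhibition of chaperonin ATP hydrolysis is measured as reduced ADP production, detected by competitive TR-FRET in which signal falls with ADP. Final enzyme 25 nM and ATP 10 uM, reacted 30 min at 37°C.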
* = called active by the depositor; i = inactive; ? = inconclusive; / = not tested or not shown; & = joins results of further samples; [ ] = remark or other dose. Unless noted, the call rests on the fitted dose curve; in most records, active means well fitted curve in the direction sought with a large enough effect; inconclusive means small, poorly fitted or top-dose-only effect, or another doubt; inactive means no such curve, though single readings can be large; an effect the other way counts as inactive or inconclusive. An excerpt, so the mix of outcomes need not match the whole.

SMILES	EPAC2 antagonist	Nrf2 ARE act	Nrf2 block	CCT modulator	pAkt inh	A549 tox	TGFb inhibitor	EPAC2 ag	MmCpn inh
Cc1cc(NC(=O)c2ccc(F)cc2F)n(-c2nc3ccccc3[nH]2)n1	0.0%	0.2%	/	0.0	?	9.0%	21.1%	7.8%	-1.5%
O=C(CSc1ccc2nnc(-c3ccc(Cl)cc3)n2n1)N1CCCc2ccccc21	-1.9%	1.6%[9.22 µM]	3.7%	-1.9	i	-11.3%	6.9%	-10.6%	-10.7%
CN(c1ccccc1)S(=O)(=O)c1ccc(Cl)c(C(=O)OCC(=O)c2c(N)n(C)c(=O)n(C)c2=O)c1	-13.0%	4.9%	5.6%	-1.0	i	6.7%	?	10.1%	/
O=C(O)/C=C\C(=O)Nc1ccc(N2CCN(c3ccc(F)cc3)CC2)cc1	-11.3%	0.0%	-2.6%	-1.3	i	2.4%	-13.5%	3.3%	-0.4%
COc1ccc(/C=C2\Oc3cc(OCC(=O)N4CCC[C@H]4C(=O)O)ccc3C2=O)c(OC)c1	6.4%	-1.0%	-5.1%	0.5	i	-9.9%	-4.2%	9.9%	-0.2%
CC(=O)NCc1nc2ccccc2n1Cc1ccccc1F	7.0%	-0.4%	-17.4%	0.4	i	1.2%	2.7%	6.7%	1.0%
COc1cccc(-c2nc(CS(=O)(=O)CC(=O)NCc3ccccc3OC)c(C)o2)c1	-9.0%	-0.6%	-3.7%	-2.8	i	-1.5%	?	29.0%	2.6%
O=C1c2oc3ccccc3c(=O)c2C(c2ccccn2)N1Cc1ccccc1 (centres undefined)	8.6%	0.2%	17.0%	-1.3	i	1.4%	0.0%	-4.6%	1.5%
O=C(COC(=O)[C@H](Cc1ccccc1)NC(=O)c1cccs1)NC1CC1	-4.1%	-0.9%	-14.4%	-0.9	i	-1.1%	4.9%	-0.2%	0.7%
c1ccc(OCc2nnc3n2N=C(c2ccccc2)CS3)cc1	-0.6%	7.3%	10.4%	0.3	i	1.2%	?	-1.0%	-3.5%
Cc1ccc(Cn2nnc3c(=O)n(CC(=O)NCc4ccco4)cnc32)cc1	1.7%	-1.0%	4.0%	-1.5	i	-3.8%	0.7%	-6.9%	-1.1%
CNC(=O)C1Cc2ccccc2CN1S(=O)(=O)c1ccc(OC)c(OC)c1 (centres undefined)	12.6%	-0.3%	1.4%	-1.2	i	-0.8%	-29.1%	1.3%	1.9%
C[C@@H]1CN([C@@H](C)CO)C(=O)Cc2cc(NC(=O)C3CCCCC3)ccc2O[C@H]1CN(C)S(=O)(=O)c1ccccc1	?	-0.7%	7.4%	-1.6	i	2.4%	-0.6%	-13.5%	-0.7%
O=C(COC(=O)CCN=C1NS(=O)(=O)c2ccccc21)NC1CCCCCCC1	-7.6%	0.0%	6.0%	-1.7	i	-2.0%	6.0%	0.7%	2.2%
CCOC(=O)N1CCN(S(=O)(=O)c2cn(C)c(=O)n(C)c2=O)CC1	12.8%	-0.2%	1.5%	-1.1	i	-9.2%	15.5%	5.7%	1.7%
COC(=O)Nc1nc(-c2ccccc2)c(C(=O)c2ccc(Cl)cc2)s1	8.0%	-0.1%	-12.7%	3.8	-85.6%*	?	?	4.8%	-26.9%
COc1cc(N)c(Cl)cc1C(=O)OCC(=O)N1CCCCCC1	-2.1%	1.6%	-15.6%	0.7	i	1.0%	13.3%	8.0%	0.7%
COc1ccc(OC)c(NC(=O)C2(C)CCN2C(=O)CCC2CCCC2)c1 (centres undefined)	-5.9%	3.4%	/	2.9	i	/	?	6.3%	/
CCCCC(=O)N(C)c1c(CC)nc2c(OCC(=O)c3ccc(Cl)cc3Cl)cccn12	12.0%	2.4%	/	0.3	/	/	?	3.0%	/
O=C(Oc1ccc(N2C(=O)C3C4CCC(C4)C3C2=O)cc1)c1ccco1 (centres undefined)	2.7%	-0.3%	-14.6%	1.4	i	-2.9%	-3.6%	-0.4%	-0.4%
OCC1CCCN(C(=S)Nc2ccc(OC(F)F)cc2)C1 (centres undefined)	18.7%	0.7%	?	0.7	i	1.0%	-7.9%	5.3%	1.3%
CC(=O)NCCNC(=O)C1CCCCN1S(=O)(=O)c1ccccc1 (centres undefined)	17.0%	-0.3%	8.5%	1.5	i	1.2%	5.9%	-2.4%	-2.6%
Cc1nc2ccc(Cl)cc2c(-c2ccccc2)c1CC(=O)O	2.2%	-0.5%	-9.7%	-1.6	i	-1.2%	-21.2%	4.0%	0.1%
O=C1OCCN1C(=O)[C@H]1[C@H](c2ccc(Cl)cc2)C(c2ccccc2)=NN1c1ccc(Br)cc1	-1.9%	7.2%	-17.8%	-0.9	i	-4.0%	?	18.1%	?
CCC(C)n1c(=O)c2sccc2n2c(CCCC(=O)N3CCN(c4ccccc4)CC3)nnc12 (centres undefined)	/	1.1%	-26.1%	/	/	-7.6%	?	/	/
SMILES	EPAC2 antagonist	Nrf2 ARE act	Nrf2 block	CCT modulator	pAkt inh	A549 tox	TGFb inhibitor	EPAC2 ag	MmCpn inh
O=C1C(=Cc2ccc(F)cc2)CCc2ccccc21	?	?	/	0.1	i	/	/	14.7%	/
Cc1ccc(N(CC(=O)N2CCc3ccccc3C2)S(C)(=O)=O)cc1	6.2%	2.1%	-4.1%	1.3	i	-6.7%	-15.4%	-0.6%	-1.0%
CC(=O)C[C@@H](O)CC(=O)[C@H]1OC(=O)[C@H](C)CCCCc2ccccc21	-10.1%	2.6%	12.1%	-1.2	i	-4.3%	-22.1%	-9.2%	0.4%
NS(=O)(=O)c1ccc(NC(=O)N[C@@H](Cc2ccccc2)C(=O)O)cc1	-0.6%	0.0%	-11.9%	0.0	i	7.4%	8.0%	4.3%	0.0%
CCOc1ccccc1CNC(=O)c1nn(CC)cc1[N+](=O)[O-]	-1.8%	0.5%	-6.9%	-1.0	i	6.0%	-4.6%	-8.7%	1.7%
COc1ccc(S(=O)(=O)N(C)CC(=O)Nc2ccc3c(c2)OCO3)cc1	11.0%	0.3%	-8.6%	-1.1	i	-1.5%	-1.2%	8.2%	2.8%
COc1ccccc1C(=O)NCCC(=O)NCC1COc2ccccc2O1 (centres undefined)	0.7%	0.4%	0.0%	-8.0	i	-1.0%	2.2%	5.1%	-0.1%
Cc1nnc(SCC(=O)NC(=O)NCCC(C)C)s1	3.9%	-0.9%	5.9%	3.2	i	3.8%	1.2%	6.5%	5.7%
CC(C)Oc1ccc(/C=N/NC(=O)C2CCCN2S(=O)(=O)c2ccc(Cl)cc2)cc1 (centres undefined)	-6.9%	3.5%	/	-0.5	i	-1.3%	3.4%	27.0%	/
COc1ccccc1C1CCN(Cc2c(C)[nH]c3ccccc23)CC1	10.9%	16.4%	-0.1%	0.5	i	-3.9%	?	0.8%	-0.5%
Nn1c(Cc2cccc3ccccc23)nnc1SCCOc1ccc(F)cc1	0.3%	2.3%	-19.2%	0.3	i	0.9%	?	7.6%	-1.6%
CC(/C=N/NC(=O)c1cccs1)=C\c1ccccc1	-2.6%	16.6%	?	-1.5	i	8.6%	-18.1%	3.3%	4.3%
CCCn1c(=O)c(C(=O)NCc2ccc3c(c2)OCO3)c(O)c2ccccc21	1.2%	-0.6%	-4.3%	-0.4	i	4.8%	-12.1%	4.1%	-1.9%
O=C(Cn1nc(-c2ccccc2)ccc1=O)NCc1ccc2c(c1)OCO2	5.1%	0.3%	-3.7%	0.7	i	-11.1%	-7.6%	4.2%	0.0%
O=C(Nc1ccc(C(F)(F)F)cc1)C1CCCN(c2cnccn2)C1 (centres undefined)	/	0.7%	-12.0%	/	/	-1.9%	-17.3%	/	/
c1csc(CNc2ncnc3ccc(-c4ccc5c(c4)OCO5)cc23)c1	-10.1%	0.4%	?	/	/	0.4%	?	15.5%	-4.3%&-1.4%
Cc1ccc(OCC(=O)Nc2ccc3c(c2)nc(CCNC(=O)c2ccco2)n3C)cc1	/	0.5%	10.1%	/	/	0.0%	-23.9%	/	/
